PolyA inhibitor – inhibitors of polyadenylation in S. cerevisiae; S. cerevisiae SKY197-pL101 polyadenylation reporter, beta-gal luminescence; efflux-impaired pdr1/pdr3 knockout yeast; score 100 = 6 SD above DMSO; calls only at 12 µM; 300,000 tested, 0.02% active; AID 1875;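 active = lowest replicate activity score at least 50, where 100 means six control SD above control mean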;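 also: yeast exposed to compound for 9 h at 30 °C; higher score means more reporter readthrough which indicates perturbed polyadenylation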
hERG rescue – hERG (human) protection from proarrhythmic block | Q12809 | CHO-hERG, FluxOR thallium flux, dofetilide IC70 present | activation (rescue from dofetilide block), less the hit threshold, % at 10 µM | 310,000 tested, 0.51% active | AID 1511;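 active = activation above the mean of controls blocked by dofetilide plus 5 SD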;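 also: thallium influx through hERG after potassium depolarization seen as dye fluorescence rise; in these data hits start at about 4.7%; inactives centre near -7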
KCNQ1 inh – blocks the human KCNQ1 potassium channel | CHO-K1 KCNQ1, FluxOR thallium flux fluorescence; stronger effect = higher value | B-score at 10 µM | 310,000 tested, 1.3% active | AID 2642;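 active = compounds whose thallium flux B-score, printed positive for inhibition, exceeds three library SD while starting fluorescence stays within three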;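 also: channel opened by potassium depolarization with thallium stimulus after 20 min compound exposure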
KCNK9 inh – inhibitors of human KCNK9 two-pore domain potassium channel; HEK293 KCNK9, FluxOR thallium flux fluorescence; stronger effect = lower value; B-score at 10 µM; 310,000 tested, 1.2% active;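 active = ratio B-score over 3 SD below the library mean, with starting fluorescence within 5 SD of its mean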;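 also: negative B-score means less thallium flux so channel inhibition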
KCNK3 block – human KCNK3 channel inhibition, primary screen; 340,000 tested, 0.84% active; B-score at 10 µM; CHO-KCNK3 thallium flux, FluxOR fluorescence; stronger effect = lower value; O14649;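 active = B-score under library mean minus 4 SD, starting fluorescence ratio at most library mean plus 5 SD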;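 also: more negative B-score means stronger inhibition of thallium flux through KCNK3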
RGS4 act – RGS4 potentiation or activation; 310,000 tested, 0.92% active; B-score at 10 µM; HEK293 M3R/inducible RGS4, carbachol calcium flux Fluo4; stronger effect = lower value;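 active = B-score of the integrated calcium signal more than 4 SD below the library mean, with starting fluorescence not abnormally high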;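 also: negative B-score means reduced calcium response which marks RGS4 activation or potentiation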
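test system = HEK293 cells with stable M3R and inducible RGS4 | schedule = recording 10 s baseline at 1 Hz, 100 s post-agonist | technique = Fluo4-AM (2 µM) calcium-flux fluorescence, kinetic read | measure = Agonist-evoked peak-minus-minimum fluorescence over baseline, integrated ratio, B score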
GSK3B inh – human GSK3beta kinase inhibition | GST-GSK3beta kinase, ADP-Glo luminescence, 60 min; stronger effect = lower value | activity score (negative = inhibition), % at 10 µM | 300,000 tested, 0.038% active;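 active = more than half of replicate wells score below -50%, meaning over 50% inhibition versus plate controls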;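 also: 0% = median DMSO wells and -100% = median GW8510 positive control wells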
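test system = GST-tagged human GSK3beta kinase, cell-free | reagent = 25 µM ATP with peptide substrate | dosing = one dose of 10 µM per compound | schedule = 60 min reaction, RT | detection = luminescent ADP-Glo measurement of ADP formed | control set = DMSO neutral wells and GW8510 at 20 µM as positive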
HDAC3 inh – inhibitors of human histone deacetylase 3 | O15379 | AID 2718 | 320,000 tested, 0.15% active | recombinant HDAC3, fluorogenic peptide/trypsin coupled, fluorescence | inhibition, % at 8.3 µM; in the data active = inhibition above about 26%, passing the limit was not always enough
DYRK1A inh – blocks rat Dyrk1A kinase activity. inhibition, % at 12.5 µM. 310,000 tested, 0.43% active. Q63470. ADP-Glo luminescence, NFATc1 peptide; in the data active = inhibition above about 50%;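 also: plate controls were vehicle with enzyme for no effect and no enzyme for full effect; many of its hits are not listed in these tables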
KCNQ1 pot – potentiators or activators of human KCNQ1 potassium channel; P51787; CHO-K1 KCNQ1, thallium flux FluxOR fluorescence; stronger effect = higher value; B-score at 10 µM; 310,000 tested, 0.35% active; AID 2648;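 active = fluorescence ratio B-score, a plate-corrected score, at least three library SD, with initial intensity B-score within 5 SD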
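Assay system: stable KCNQ1 CHO-K1 line; medium: assay buffer, equal DMSO in all wells; timing: 90 min dye loading and 20 min compound exposure, both at room temperature; technique: kinetic FluxOR thallium fluorescence, 10-s 1-Hz baseline, 110-s post-stimulus read; read-out basis: B score of baseline-normalized fluorescence ratio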
GSK3A inh – blocks human GSK-3 alpha kinase | ADP-Glo luminescence, 60 min | inhibition, % at 10 µM | P49840 | 320,000 tested, 0.1% active;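 in the data active = inhibition above about 50%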;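 also: GST-tagged GSK-3 alpha with peptide substrate and 25 µM ATP; 0% = DMSO neutral wells and 100% = GW8510 positive control wells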
Active calls of the source: *.

Results for CCOC(=O)N1CCN(C(=O)Cc2ccc(Cl)cc2)CC1 ?
PolyA inhibitor: inactive; hERG rescue: -10; KCNQ1 inh: inactive; KCNK9 inh: inactive; KCNK3 block: inactive; RGS4 act: inactive; GSK3B inh: 0; HDAC3 inh: 4; DYRK1A inh: 3; KCNQ1 pot: inactive; GSK3A inh: 9

Results for Cc1cc(=O)oc2cc(OCC(=O)c3ccc4c(c3)NC(=O)CO4)ccc12 ?
PolyA inhibitor: inactive; hERG rescue: -9; KCNQ1 inh: inactive; KCNK9 inh: inactive; KCNK3 block: inactive; RGS4 act: inactive; GSK3B inh: 2; HDAC3 inh: -7; DYRK1A inh: 0; KCNQ1 pot: inactive; GSK3A inh: -2

How did Cc1c(C(=O)Nc2ccccc2C(=O)N2CCOCC2)cccc1[N+](=O)[O-] do in these assays?
PolyA inhibitor: inactive; hERG rescue: -5; KCNQ1 inh: inactive; KCNK9 inh: inactive; KCNK3 block: inactive; RGS4 act: inactive; GSK3B inh: 3; HDAC3 inh: 1; DYRK1A inh: -3; KCNQ1 pot: inactive; GSK3A inh: -4

How did Cc1ccccc1OCC(=O)NNC(=O)Nc1ccc(Cl)cc1 do in these assays?
PolyA inhibitor: inactive; hERG rescue: -7; KCNQ1 inh: inactive; KCNK9 inh: inactive; KCNK3 block: inactive; RGS4 act: inactive; GSK3B inh: -1; HDAC3 inh: -1; DYRK1A inh: 2; KCNQ1 pot: inactive; GSK3A inh: 5

How did CC(=O)Nc1ccc(NC(=O)CCNC(=O)c2ccccc2Cl)cc1 do in these assays?
PolyA inhibitor: inactive; hERG rescue: -3; KCNQ1 inh: inactive; KCNK9 inh: inactive; KCNK3 block: inactive; RGS4 act: inactive; GSK3B inh: 1; DYRK1A inh: 3; KCNQ1 pot: inactive; GSK3A inh: 0

How did Clc1ccc(CO/N=C/c2cccs2)cc1 do in these assays?
PolyA inhibitor: inactive; hERG rescue: -4; KCNQ1 inh: inactive; KCNK9 inh: inactive; KCNK3 block: inactive; RGS4 act: inactive; GSK3B inh: 1; HDAC3 inh: 8; KCNQ1 pot: inactive; GSK3A inh: -2

What do the screens show for `CC1=C(C(=O)Nc2ccc(C)cc2C)C(c2cccc([N+](=O)[O-])c2)n2nc(C(=O)OC(C)C)nc2N1` (configuration not stated)?
PolyA inhibitor: inactive; hERG rescue: -6; KCNQ1 inh: inactive; KCNK9 inh: inactive; KCNK3 block: inactive; RGS4 act: inactive; GSK3B inh: 4; HDAC3 inh: 6; DYRK1A inh: 5; KCNQ1 pot: inactive; GSK3A inh: 1

How did CS(=O)(=O)N1N=C(c2ccc(Br)cc2)CC1c1ccc2c(c1)OCO2 (configuration not stated) do in these assays?
PolyA inhibitor: inactive; hERG rescue: -5; KCNQ1 inh: inactive; KCNK9 inh: inactive; KCNK3 block: inactive; RGS4 act: inactive; GSK3B inh: 2; HDAC3 inh: -4; DYRK1A inh: -1; KCNQ1 pot: inactive

How did O=C(CCl)c1ccc2c(c1)CCN2C(=O)C1CC1 do in these assays?
PolyA inhibitor: inactive; hERG rescue: -6; KCNQ1 inh: inactive; KCNK9 inh: inactive; RGS4 act: inactive; GSK3B inh: 0; HDAC3 inh: -2; KCNQ1 pot: inactive; GSK3A inh: -1

Results for Cc1cccc(C(=O)NCCCNC(=O)c2cccnc2)c1 ?
PolyA inhibitor: inactive; hERG rescue: -8; KCNQ1 inh: inactive; KCNK9 inh: inactive; KCNK3 block: inactive; RGS4 act: inactive; GSK3B inh: 0; HDAC3 inh: -1; DYRK1A inh: 3; KCNQ1 pot: inactive; GSK3A inh: -1

What do the screens show for `NCCN1CCN(CCN)CC1`?
PolyA inhibitor: inactive; hERG rescue: -7; KCNQ1 inh: inactive; KCNK9 inh: inactive; KCNK3 block: inactive; RGS4 act: inactive; GSK3B inh: -4; DYRK1A inh: 2; KCNQ1 pot: inactive

What do the screens show for `Cc1cccc(N2CCN(C(=O)CCCCCn3c(=S)[nH]c4ccc(N5CCOCC5)cc4c3=O)CC2)c1C`?
PolyA inhibitor: inactive; hERG rescue: -15; KCNQ1 inh: inactive; KCNK9 inh: inactive; KCNK3 block: inactive; RGS4 act: inactive; GSK3B inh: -1; HDAC3 inh: -3; DYRK1A inh: 6; KCNQ1 pot: inactive; GSK3A inh: -1

How did CCCNC(=O)c1cc(-c2ccco2)on1 do in these assays?
hERG rescue: -14; KCNQ1 inh: inactive; KCNK9 inh: inactive; KCNK3 block: inactive; RGS4 act: inactive; GSK3B inh: 1; HDAC3 inh: 0; DYRK1A inh: 0; KCNQ1 pot: inactive; GSK3A inh: 8

How did O=C(c1ccccc1)c1cccs1 do in these assays?
PolyA inhibitor: inactive; hERG rescue: -4; KCNQ1 inh: inactive; KCNK9 inh: inactive; KCNK3 block: inactive; RGS4 act: inactive; GSK3B inh: -10; HDAC3 inh: 3; DYRK1A inh: 1; KCNQ1 pot: inactive; GSK3A inh: -1

Results for Cc1ccc2c(C)nc(Nc3nc(CSc4nnc(C)s4)cc(=O)[nH]3)nc2c1 ?
hERG rescue: -9; KCNQ1 inh: inactive; KCNK9 inh: inactive; KCNK3 block: inactive; RGS4 act: inactive; GSK3B inh: 3; HDAC3 inh: -1; DYRK1A inh: 3; KCNQ1 pot: inactive; GSK3A inh: -3

How did Cc1cccc(CC(=O)Nc2ccon2)c1 do in these assays?
PolyA inhibitor: inactive; hERG rescue: -4; KCNQ1 inh: inactive; KCNK9 inh: inactive; KCNK3 block: inactive; RGS4 act: inactive; GSK3B inh: 0; HDAC3 inh: -13; DYRK1A inh: 0; KCNQ1 pot: inactive; GSK3A inh: -4

What do the screens show for `Cc1nc2ncnn2c(C)c1C/C=C/c1ccccc1`?
PolyA inhibitor: inactive; hERG rescue: -3; KCNQ1 inh: inactive; KCNK9 inh: inactive; KCNK3 block: inactive; RGS4 act: inactive; GSK3B inh: 2; HDAC3 inh: 3; KCNQ1 pot: inactive; GSK3A inh: -1

How did N#CCSc1nnc(N)s1 do in these assays?
hERG rescue: -8; KCNQ1 inh: inactive; KCNK9 inh: inactive; KCNK3 block: inactive; RGS4 act: inactive; GSK3B inh: 3; HDAC3 inh: 0; DYRK1A inh: -2; KCNQ1 pot: inactive; GSK3A inh: -1

Results for COc1ccc(Cl)cc1NC(=O)CC1S/C(=N/N=C2CCCCCC2)NC1=O (configuration not stated) ?
PolyA inhibitor: inactive; hERG rescue: -12; KCNQ1 inh: inactive; KCNK9 inh: inactive; KCNK3 block: inactive; RGS4 act: inactive; GSK3B inh: -2; HDAC3 inh: -2; DYRK1A inh: -5; KCNQ1 pot: inactive; GSK3A inh: 1

What do the screens show for `Cc1ccc(C(=O)CSc2nnnn2Cc2ccccc2)cc1C`?
PolyA inhibitor: inactive; hERG rescue: -11; KCNQ1 inh: inactive; KCNK9 inh: inactive; KCNK3 block: inactive; RGS4 act: inactive; GSK3B inh: 4; HDAC3 inh: 8; DYRK1A inh: 16; KCNQ1 pot: inactive; GSK3A inh: 0

Results for COC(=O)CCC(=O)Nc1ccc(NC(=O)CCC(=O)OC)cc1 ?
PolyA inhibitor: inactive; hERG rescue: -10; KCNQ1 inh: inactive; KCNK9 inh: inactive; KCNK3 block: inactive; RGS4 act: inactive; GSK3B inh: -1; HDAC3 inh: -5; DYRK1A inh: 5; KCNQ1 pot: inactive; GSK3A inh: -2

Results for O=c1oc2ccccc2c2c1ncn2C1CCCCC1 ?
PolyA inhibitor: inactive; hERG rescue: -8; KCNQ1 inh: inactive; KCNK9 inh: inactive; KCNK3 block: inactive; RGS4 act: inactive; GSK3B inh: -6; HDAC3 inh: 0; DYRK1A inh: 2; KCNQ1 pot: inactive; GSK3A inh: 16

Results for O=C(CN1CCCCCC1)NN(Cc1ccccc1)c1ccccc1 ?
PolyA inhibitor: inactive; hERG rescue: -7; KCNQ1 inh: inactive; KCNK9 inh: inactive; KCNK3 block: inactive; RGS4 act: inactive; GSK3B inh: 0; HDAC3 inh: -1; KCNQ1 pot: inactive; GSK3A inh: -2

Results for Cc1n[nH]c(=S)n(/N=C/c2cccc([N+](=O)[O-])c2)c1=O ?
PolyA inhibitor: inactive; hERG rescue: -9; KCNQ1 inh: inactive; KCNK9 inh: inactive; KCNK3 block: inactive; RGS4 act: inactive; GSK3B inh: 2; HDAC3 inh: -15; DYRK1A inh: 5; KCNQ1 pot: inactive; GSK3A inh: 4

How did COc1cccc(-n2c(=O)n(Cc3ccccc3)c(=O)c3[nH]cnc32)c1C do in these assays?
PolyA inhibitor: inactive; hERG rescue: -12; KCNQ1 inh: inactive; KCNK9 inh: inactive; KCNK3 block: inactive; RGS4 act: inactive; GSK3B inh: -2; HDAC3 inh: -6; DYRK1A inh: -6; KCNQ1 pot: inactive; GSK3A inh: 3

How did COc1ccc(NS(=O)(=O)c2ccc3c(c2)NC(=O)CO3)c(OC)c1 do in these assays?
PolyA inhibitor: inactive; hERG rescue: -3; KCNQ1 inh: inactive; KCNK9 inh: inactive; KCNK3 block: inactive; RGS4 act: inactive; GSK3B inh: -4; HDAC3 inh: 3; DYRK1A inh: -1; KCNQ1 pot: inactive; GSK3A inh: -1

What do the screens show for `COc1cccc(-c2noc(-c3cccnc3)n2)c1`?
hERG rescue: -4; KCNQ1 inh: inactive; KCNK9 inh: inactive; KCNK3 block: inactive; RGS4 act: inactive; GSK3B inh: -1; HDAC3 inh: 2; DYRK1A inh: 27; KCNQ1 pot: inactive; GSK3A inh: 1

How did O=C(Nc1ccc(S(=O)(=O)Nc2ccccn2)cc1)C(F)(F)F do in these assays?
PolyA inhibitor: inactive; hERG rescue: -18; KCNQ1 inh: inactive; KCNK9 inh: inactive; KCNK3 block: inactive; RGS4 act: inactive; GSK3B inh: 2; HDAC3 inh: 6; DYRK1A inh: -1; KCNQ1 pot: inactive; GSK3A inh: -1

Results for O=C(Nc1ccc(CN2CCOCC2)cc1)c1ccco1 ?
PolyA inhibitor: inactive; hERG rescue: -3; KCNQ1 inh: inactive; KCNK9 inh: inactive; KCNK3 block: inactive; RGS4 act: inactive; GSK3B inh: 3; HDAC3 inh: 1; DYRK1A inh: -5; KCNQ1 pot: inactive; GSK3A inh: -3

These rows are one share of the data; the hit share may differ from the screen's.
